# proCasp7 act – activates human procaspase-7, counter-screen for procaspase-3 activators; P55210; recombinant procaspase-7, Ac-DEVD-pNA absorbance 405 nm; D23A/D198A/D206A triple mutant, cannot self-cleave; scale: DMSO 0, 5 µM enzyme 100; activation, % at 8.5 µM; 330,000 tested, 0.093% active;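 active means percent activation above the screen-wide mean plus 3 SD, cut at about 25% in these data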
# Target sequence (P55210 whole entry D23A/D198A/D206A): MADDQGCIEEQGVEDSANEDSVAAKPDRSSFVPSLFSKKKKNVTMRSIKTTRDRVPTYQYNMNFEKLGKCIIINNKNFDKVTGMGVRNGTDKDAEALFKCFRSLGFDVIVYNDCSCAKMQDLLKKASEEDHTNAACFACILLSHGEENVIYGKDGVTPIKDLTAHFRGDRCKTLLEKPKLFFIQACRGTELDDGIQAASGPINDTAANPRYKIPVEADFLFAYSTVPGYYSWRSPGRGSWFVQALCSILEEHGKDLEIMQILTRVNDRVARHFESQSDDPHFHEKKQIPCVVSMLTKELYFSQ
#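 signal = Epi-absorbance of released pNA at 405 nm, two timepoints | assay system = Uncleavable procaspase-7 mutant enzyme | reagent = Ac-DEVD-pNA substrate, 400 µM as added | times = 1 h enzyme–compound preincubation and 2 h substrate reaction, both 25 °C | benchmarks = low DMSO alone, high DMSO plus 5 µM PC-7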
# CIT2 TOR yeast – modulators of TOR pathway CIT2-GFP in S. cerevisiae; GFP response vs DMSO, % at 10 µM; AID 2029; 320,000 tested, 0.065% active; S. cerevisiae CIT2-GFP strain, flow cytometry, 3 h; 100 means same as DMSO wells;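 active means GFP response relative to DMSO above a set limit, near the screen mean plus 3 SD, cut at about 150% in these data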;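 further: ratio of well median GFP fluorescence to mean of DMSO wells on the plate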
# LAP4 TOR yeast – yeast TOR pathway LAP4-GFP modulation; S. cerevisiae LAP4-GFP multiplex, flow cytometry GFP, 3 h; median GFP as percent of DMSO wells; GFP response vs DMSO, % at 10 µM; 320,000 tested, 0.34% active; AID 2023;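 active means GFP response vs DMSO above a set limit, about the screen mean plus 3 SD, cut at about 150% in these data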
# AGP1 TOR yeast – yeast TOR pathway AGP1-GFP modulation | S. cerevisiae AGP1-GFP multiplex flow cytometry, 3 h; GFP as percent of DMSO wells | GFP response vs DMSO, % at 10 µM | 320,000 tested, 0.02% active | AID 2066;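 active means GFP response relative to DMSO above a set limit, near screen average plus 3 SD, cut at about 150% in these data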;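 further: median GFP channel fluorescence of the gated AGP1 strain per well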
# MEP2 TOR yeast – yeast TOR pathway MEP2-GFP modulation. 330,000 tested, 0.51% active. AID 2016. S. cerevisiae MEP2-GFP strain, flow cytometry GFP, 3 h; 100% = DMSO control level. GFP response vs DMSO, % at 10 µM;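 active means GFP response versus DMSO above a set limit, roughly screen mean plus 3 SD, cut at about 180% in these data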;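 further: median GFP fluorescence of the barcode-gated MEP2-GFP cells per well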
# AHR activator – activators of human aryl hydrocarbon receptor | P35869 | AHR-responsive luciferase reporter cells, luminescence | activation, % at 5 µM | 320,000 tested, 2.5% active; in the data active means activation above about 47%;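 further: 0% = vehicle wells and 100% = reference agonist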
# RPL19A TOR yeast – alters RPL19A-GFP fluorescence in TOR pathway yeast screen; 330,000 tested, 0.3% active; S. cerevisiae RPL19A-GFP strain, flow cytometry, 3 h; stronger effect = lower value; percent response vs DMSO, % at 10 µM; AID 2025;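 active means percent response vs DMSO below 50%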;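 further: median channel GFP fluorescence of the barcoded RPL19A-GFP strain; ratio of sample median GFP to plate DMSO average so 100% = DMSO; lower means less RPL19A-GFP as with rapamycin TOR inhibition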
# procasp3 activ – activates human procaspase-3 | P42574 | recombinant procaspase-3 D3A, Ac-DEVD-pNA absorbance 405 nm | activation, % at 8.5 µM | 330,000 tested, 0.11% active | AID 463141;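 active means activation above the mean of all tested compounds plus 3 SD, cut at about 21% in these data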;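 further: 0% = DMSO alone and 100% = DMSO wells spiked with extra 5 µM PC-3 D3A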
# Target sequence (P42574 whole entry D9A/D28A/D175A): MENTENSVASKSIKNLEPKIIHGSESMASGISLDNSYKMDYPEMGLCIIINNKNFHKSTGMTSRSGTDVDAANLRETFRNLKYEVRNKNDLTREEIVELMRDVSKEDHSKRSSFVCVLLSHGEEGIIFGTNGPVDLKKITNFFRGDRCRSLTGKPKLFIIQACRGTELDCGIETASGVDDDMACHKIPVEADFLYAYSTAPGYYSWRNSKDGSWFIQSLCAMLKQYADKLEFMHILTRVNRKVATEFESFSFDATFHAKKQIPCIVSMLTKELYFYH
#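 Assay system: Autoprocessing-dead procaspase-3 D3A mutant enzyme; also added: Ac-DEVD-pNA; doses: one concentration, 8.5 µM nominal, 0.8% DMSO; times: 1 h compound preincubation, 2 h substrate hydrolysis at 25 °C; technique: 405 nm absorbance of p-nitroaniline, reads at 0 and 120 min; measure: % activation between DMSO and enzyme-spiked controls; repeats: single replicate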
# The depositor's hits bear a star; / = no result given. Rows were taken by chance; any-hit rate near 3.5%.
compound	proCasp7 act	CIT2 TOR yeast	LAP4 TOR yeast	AGP1 TOR yeast	MEP2 TOR yeast	AHR activator	RPL19A TOR yeast	procasp3 activ
CC1C/C(=N\Nc2ccc(S(N)(=O)=O)cc2[N+](=O)[O-])CC(C)(C)C1 (stereo unspecified)	-4	89	109	98	98	12	103	-3
COCCNC(=O)Cn1cnc2ccc(S(=O)(=O)N3CCC(C)CC3)cc2c1=O	-3	100	93	98	96	-2	98	0
CCn1cc(CN2CCCC(C(=O)Nc3ccc(-c4nc5ccccc5[nH]4)cc3)C2)c(C)n1 (stereo unspecified)	14	98	96	99	98	0	93	3
Cc1cccc(S(=O)(=O)C(C#N)c2nc3ccccc3nc2N2CCCC2)c1 (stereo unspecified)	-3	105	104	107	107	3	101	0
O=C(CSc1nnc(-c2ccncc2)o1)NC1C2CC3CC(C2)CC1C3 (stereo unspecified)	-8	97	101	93	103	0	100	3
CC(C)=CC(=O)N1CCC(N2CCC(C(=O)NCC3CCCO3)CC2)CC1 (stereo unspecified)	-2	93	91	90	91	3	93	3
CCc1ccc(N2CC(C(=O)N/N=C/c3ccccc3OC)CC2=O)cc1 (stereo unspecified)	-1	102	101	103	98	5	100	3
C/C(=N\N(Cc1ccccc1)c1ccccc1)c1cccnc1	-1	96	105	92	91	10	98	2
Cc1occc1C(=O)Nc1cccc(C(=O)O)c1	1	104	100	96	96	11	96	2
CCOC(=O)CCc1nn(C)c(=O)c2ccccc12	1	95	86	95	96	0	103	-5
O=C(C1CCN(S(=O)(=O)c2cccs2)CC1)N1CCN(Cc2ccccc2)CC1	4	93	84	91	101	1	97	-2
CC1=C(C(=O)OC(C)C)C(c2ccccc2Cl)CC(=O)N1 (stereo unspecified)	14	102	101	106	107	-1	102	-5
CCn1c(-c2ccc(N(C)C)cc2)nc2ccccc21	7	107	92	108	103	54*	99	-2
C/C(=N/NC(=O)CNC(=O)C1COc2ccccc2O1)c1ccc([N+](=O)[O-])cc1 (stereo unspecified)	5	108	102	107	109	1	104	-1
CC1C2CC(C(CN(C)C)/C2=N/O)C1(C)C (stereo unspecified)	8	102	104	100	105	0	99	-2
Cc1cc(NC(=O)CSc2nnc(-c3ccc([N+](=O)[O-])cc3)o2)no1	6	85	65	92	99	0	103	10
CC(C)CN(C(=O)c1ccc(=O)n(C)n1)c1c(N)n(Cc2ccccc2)c(=O)[nH]c1=O	3	100	103	101	99	-2	96	2
O=C(Nc1cc(S(=O)(=O)N2CCCCC2)ccc1Cl)C1COc2ccccc2O1 (stereo unspecified)	3	92	91	94	97	0	103	8
O=C(Nc1cccc(Cl)c1)N1CCSc2cc(Cl)ccc21	8	107	97	103	97	5	95	7
Cc1ccc(-c2c3c(=O)n(C)c(=O)n(C)c3cn2CCCN2CCOCC2)cc1	16	91	93	88	94	-1	91	8
Cc1cccc(NC(=O)Cn2c(=O)n(CC3CCCO3)c(=O)c3ccccc32)c1 (stereo unspecified)	4	98	91	99	109	3	102	-4
Cc1nc2c(C(=O)N3CCCC3)cnn2c(C)c1Cc1c(F)cccc1Cl	2	102	116	112	108	-1	105	13
O=C(O)C1CCCCC1C(=O)Nc1cccc(C(=O)N2CCCCC2)c1 (stereo unspecified)	1	96	97	102	102	0	99	-1
CN(C(=O)COc1ccccc1C(=O)NCCOc1ccccc1)c1ccccc1	0	92	82	89	108	7	104	-6
CCCCN1CC(O)=C(c2nc3ccccc3s2)C1=N	9	105	110	103	112	-4	112	6
Cc1cc(NC(=O)COC(=O)C(Nc2ccc(C(F)(F)F)cc2Cl)C(C)C)no1 (stereo unspecified)	-6	87	94	89	90	2	90	9
COc1ccc(S(=O)(=O)N2CCCC(C(=O)NC3CCCCC3)C2)cc1 (stereo unspecified)	20	94	97	100	100	-2	100	4
Cc1ccccc1Nc1nc(N)nc(CSc2nc3ccccc3s2)n1	-3	101	98	108	107	39	103	5
CCOc1ccc(C2NC(=O)NC(C)=C2C(=O)OC)cc1C (stereo unspecified)	-12	97	97	103	101	3	96	-6
CCc1c(C)nc2nc(SCc3ccccc3)[nH]n2c1=O	8	109	110	112	117	2	116	17

# 2 of the compounds above, field by field.
O=C(CSc1nnc(-c2ccncc2)o1)NC1C2CC3CC(C2)CC1C3 (stereo unspecified)
- proCasp7 act: -8
- CIT2 TOR yeast: 97
- LAP4 TOR yeast: 101
- AGP1 TOR yeast: 93
- MEP2 TOR yeast: 103
- AHR activator: 0
- RPL19A TOR yeast: 100
- procasp3 activ: 3
CC(C)=CC(=O)N1CCC(N2CCC(C(=O)NCC3CCCO3)CC2)CC1 (stereo unspecified)
- proCasp7 act: -2
- CIT2 TOR yeast: 93
- LAP4 TOR yeast: 91
- AGP1 TOR yeast: 90
- MEP2 TOR yeast: 91
- AHR activator: 3
- RPL19A TOR yeast: 93
- procasp3 activ: 3

# Additional results
compound	proCasp7 act	CIT2 TOR yeast	LAP4 TOR yeast	AGP1 TOR yeast	MEP2 TOR yeast	AHR activator	RPL19A TOR yeast	procasp3 activ
CCCCOC(=O)c1ccc(NC(=O)c2c(OC)cccc2OC)cc1	-5	113	110	108	120	-2	126	0
O=C1OCCN/C1=C\C(=O)c1ccc(Cl)cc1	6	87	104	96	97	-3	89	-6
O=C(CSc1nnc(-c2ccncc2)n1Cc1ccccc1)NC1CCCCC1	6	85	101	113	101	0	106	1
O=c1cc(-c2ccccc2)oc2ccccc12	6	92	108	88	90	39	102	-13
C=CCNCCCCOc1c(Cl)cc(C)cc1Br	-3	115	88	111	113	5	103	-3
COCCn1c(CN(C)Cc2ccccc2)nc2c1c(=O)n(C)c(=O)n2C	6	121	113	108	97	3	103	0
c1ccc(-c2noc(-c3ccc4ccccc4c3)n2)nc1	0	86	96	102	97	-18	101	-2
COc1cc(OC)cc(C(=O)NC2CC(C)(C)NC(C)(C)C2)c1	-5	94	97	95	93	-2	101	-3
CN1CCCC1CCNS(=O)(=O)c1ccc(Br)cc1 (stereo unspecified)	9	113	103	102	97	-1	98	5
Cc1ccc(/C=N/NC(=O)C2(O)c3ccccc3-c3ccccc32)o1	5	96	121	103	109	0	89	4
Cc1cc(OCC(=O)N2CCN(c3ccccc3)CC2)c2c(C)cc(=O)oc2c1	7	104	94	92	119	3	96	5
COc1ccccc1C(CNC(=O)c1ccc(NS(=O)(=O)c2ccc(F)c(C)c2)cc1)N(C)C (stereo unspecified)	1	101	103	102	96	7	96	5
COc1cc2[nH]c(=O)n(CCC(=O)N3CC=C(c4ccccc4)CC3)c(=O)c2cc1OC	7	110	98	107	102	2	98	5
CC(C)Cc1cc(C(=O)O)c2ccccc2n1	-11	98	97	95	96	4	/	2
CC(=O)Nc1cccc(C(=O)N/N=C/c2ccc(C)o2)c1	-3	105	105	104	100	13	101	3
Cc1cc(N2CCCCCC2)n2nc(C)c(-c3ccccc3)c2n1	/	98	88	89	102	/	103	/
CCn1nnnc1SCC(=O)Nc1cccc(C)n1	-9	73	103	87	83	25	102	-3
C=CCOc1ccc(/C(O)=C2\C(=O)C(=O)N(CCCOC)C2c2ccncc2)cc1 (stereo unspecified)	-5	97	109	104	102	0	108	0
CC(C)(C)OC(=O)N1CCC(c2c(C(=O)O)cnn2-c2ccccc2Cl)CC1	12	97	97	105	99	4	99	-7
COc1ccc(C(=O)N2C(=O)c3ccc(N)cc3C2=O)cc1	3	92	96	103	107	13	102	6
CCC(C)N(C(=O)COC(=O)CNC(=O)c1sc2ccccc2c1Cl)C1CCS(=O)(=O)C1 (stereo unspecified)	4	115	112	111	105	2	107	-3
COc1ccc(S(=O)(=O)N(Cc2ccco2)Cc2cc3ccccc3[nH]c2=O)cc1	2	116	120	112	107	2	100	-5
COc1cc(OC)cc(-c2c(-c3ccc(F)cc3)c3cc(-c4cccc5[nH]ccc45)ccc3n2C)c1	2	91	99	96	92	3	92	7
O=C(Nc1ccccc1Cl)Oc1ccc(Cl)cc1Cl	-10	107	86	95	106	50*	99	0
CC(=O)Nc1c(C)ccc2nsnc12	7	100	100	99	97	2	98	3
COCc1nnc(NC(=O)c2ccc(S(=O)(=O)N(C)C3CCCCC3)cc2)o1	3	101	101	107	103	-2	102	1
O=C(NCCNC(=O)c1ccc(Cl)cc1Cl)c1ccccn1	-2	105	94	97	104	3	99	3
COCCN(CCOC)C(=O)CCn1c(=O)oc2ccccc21	2	84	94	96	96	0	95	7
COc1cccc(C2=N/C(=C\N(C)C)C(=O)O2)c1	0	96	101	93	102	-10	98	2
C=CCSC1=NN2CCS(=O)(=O)N=C2S1	-1	98	88	90	100	2	95	2

# An excerpt from above in order of molecular weight, high to low.
compound	proCasp7 act	CIT2 TOR yeast	LAP4 TOR yeast	AGP1 TOR yeast	MEP2 TOR yeast	AHR activator	RPL19A TOR yeast	procasp3 activ
O=C(CSc1nnc(-c2ccncc2)n1Cc1ccccc1)NC1CCCCC1	6	85	101	113	101	0	106	1
CCCCOC(=O)c1ccc(NC(=O)c2c(OC)cccc2OC)cc1	-5	113	110	108	120	-2	126	0
CC(C)Cc1cc(C(=O)O)c2ccccc2n1	-11	98	97	95	96	4	/	2
O=c1cc(-c2ccccc2)oc2ccccc12	6	92	108	88	90	39	102	-13

# Other compounds.
compound	proCasp7 act	CIT2 TOR yeast	LAP4 TOR yeast	AGP1 TOR yeast	MEP2 TOR yeast	AHR activator	RPL19A TOR yeast	procasp3 activ
CCOC(=O)C1CCN(C(=O)Nc2ccc3nc(C)c(C)nc3c2)CC1	5	107	99	102	106	-3	93	2
Cc1ccc(CN(C)C(=O)c2cccc(S(=O)(=O)N3CCc4ccccc43)c2)cc1	2	100	95	97	98	6	94	-8
Cc1cc(C)n(-c2nnc3n2N=C(c2ccccc2)CS3)n1	-6	105	104	102	104	1	97	-6
Cc1nn(-c2ccc(N3CCOCC3)nn2)c(C)c1CCC(=O)Nc1ccccc1	-1	94	98	98	101	0	100	1
O=C(NCc1ccccc1)c1cccc(F)c1F	-2	93	91	91	92	0	95	-3
CC(=O)Oc1ccc(C(c2ccc(OC(C)=O)cc2)c2ccccn2)cc1	-11	120	115	95	101	-1	107	2
C[C@]12C(=O)N(c3ccc(F)cc3)C(=O)N1[C@H]1c3ccccc3OC[C@@H]1[C@H]2c1ccccc1	1	96	103	98	103	1	100	1
O=C(CSc1nnc(-c2ccccc2F)n1C1CCCCC1)N1CCCC1	4	95	92	97	97	-3	95	-4
CC(C)Cc1cc(-c2ccco2)c(C#N)c(N)n1	4	93	/	89	96	-3	96	4
CC(=O)Nc1ccc(OCCOc2ccc(/C=C3/C(=N)N4C=CSC4=NC3=O)cc2)cc1	4	101	96	96	100	2	101	3
CCOC(=O)c1cc2sccc2n1CC(=O)O	9	103	101	106	105	-5	101	3
Cc1cc(C(=O)CN2C(=O)NC(C)(c3ccccc3)C2=O)c(C)n1CC1CCCO1 (stereo unspecified)	-1	89	92	91	88	1	96	-3
N=c1n(CC(=O)O)c2ccccc2n1Cc1ccccc1Cl	10	107	108	107	109	0	105	6
COc1cc(C=C(c2nc3ccccc3s2)c2nc3ccccc3s2)cc(OC)c1O	-16	92	91	99	94	46	99	-11
CCN(C1CCS(=O)(=O)C1)S(=O)(=O)c1cccc([N+](=O)[O-])c1 (stereo unspecified)	-4	101	103	104	94	2	91	-3
Cc1cc2nc(C3CCCN(C(=S)Nc4ccccc4C)C3)[nH]c2cc1C (stereo unspecified)	0	95	97	92	101	5	95	3

# Screening results as filed in PubChem BioAssay.
